# Source: PubChem (Broad Institute)
# INS-1E GSIS act: GLuc luminescence reporter in INS-1E cells, primary screen for activators of glucose-dependent secretion of insulin | activation, % at 16.6 µM | AID 743287 | 370,000 tested, 0.61% active | INS-1E GLuc reporter insulin secretion, 2-3 h;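 active means lowest replicate activation of at least 40%, so every replicate reaches that level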;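 further: 0% = median of neutral control wells and 100% = median of IBMX positive control wells; some compounds called inactive have numbers as strong as hits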
# PAX8 reporter: inhibitors of PAX8 transcriptional activity in RMG-I cells; RMG-I TPO-luciferase reporter, SteadyGlo, 24 h; 360,000 tested, 1.2% active; AID 652154; inhibition, % at 12.6 µM;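 active means mean replicate inhibition at least 60% with every replicate also reaching 60%; inconclusive means only one of the two criteria is met; inactive means mean below 60% and not all replicates reaching 60%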;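 further: luciferase light reporting Pax8 driven TPO promoter activity; plate controls were median of neutral control wells for no effect and mitoxantrone controls for full effect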
# ERp5 block: ERp5 (human) disulfide isomerase inhibition | Q15084 | ERp5 insulin aggregation, absorbance 650 nm, 90 min | inhibition, % at 9.99 µM | 350,000 tested, 0.05% active | AID 651711;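 active means mean replicate inhibition above about 25%, with every replicate also reaching it, limit read from the data, passing the limit was not always enough; inconclusive means only one of those two criteria met; inactive means neither criterion met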
# Target sequence (Q15084 whole entry, looked up): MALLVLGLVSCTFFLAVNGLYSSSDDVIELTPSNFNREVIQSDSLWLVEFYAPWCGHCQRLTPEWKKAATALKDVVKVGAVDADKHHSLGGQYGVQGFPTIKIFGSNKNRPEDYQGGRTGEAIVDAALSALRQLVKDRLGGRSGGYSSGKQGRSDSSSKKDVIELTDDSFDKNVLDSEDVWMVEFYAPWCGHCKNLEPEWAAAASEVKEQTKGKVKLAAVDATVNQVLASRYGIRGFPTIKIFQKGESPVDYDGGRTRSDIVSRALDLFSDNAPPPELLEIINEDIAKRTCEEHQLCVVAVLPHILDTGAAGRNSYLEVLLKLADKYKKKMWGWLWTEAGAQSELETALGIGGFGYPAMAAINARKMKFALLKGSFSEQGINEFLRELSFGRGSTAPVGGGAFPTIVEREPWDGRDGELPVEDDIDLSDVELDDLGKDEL
# ARNT TACC3 PPI: disruptors of human ARNT/TACC3 interaction. AlphaScreen His-ARNT PAS-B/GST-TACC3 binding, luminescence; TACC3 fragment carries E629A point mutation. inhibition, % at 9.99 µM. 390,000 tested, 0.66% active. AID 623870;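 active means mean inhibition of replicates at least 50% and at least half of replicates each reaching 50%; inconclusive means half or more replicates reach 50% but mean below 50%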;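 further: 0% = complete ARNT plus TACC3 wells and 100% = ARNT alone without TACC3; many hits fall short of the cut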
# XiGFP reactiv: X-chromosome reactivation activator; XiGFP mouse fibroblasts, % GFP-positive cells imaging, 3 d; cells co-treated with 5-aza-dC sensitizer; scaled so ellipticine positive control = 100%; activation, % at 7.58 µM; 360,000 tested, 0.055% active; AID 743238;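 active means mean normalized replicate activation at least 10% and every replicate at or above 10%; inconclusive means only one of the two criteria met; inactive means mean below 10% and not all replicates reach 10%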;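 further: 0% = median of on-plate neutral control wells and 100% = ellipticine 6 µM median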
#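 System: 68-5-11 XiGFP fibroblast line; Timing: 3 days compound exposure; Compound dosing: one concentration, pinned; Benchmarks: positive control ellipticine, 6 µM final; Buffer or medium: DMEM containing 5-aza-dC.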
# DENV2 CPE: inhibitors of DENV2 cytopathic effect; DENV2-infected cells, cytopathic effect rescue, plate reader; 350,000 tested, 1.7% active; AID 651640; CPE inhibition, % at 9.99 µM; in the data active means CPE inhibition above about 20%, passing the limit was not always enough; inconclusive means no clear call, values can overlap the other calls; tested in BHK-21 cells;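 further: 0% = median of neutral control wells and 100% = median of positive control wells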
# EWS-Fli inh: blocks EWS/Fli oncoprotein-driven transcription; A673 NR0B1-luciferase reporter, viability-normalised; inhibition, % at 12.6 µM; 350,000 tested, 0.67% active; AID 651661;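 active means mean inhibition of at least 50% after viability correction, with every replicate also passing that limit; inconclusive means mean reaches 50% but only one of two replicates passes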;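 further: firefly luciferase signal divided by Alamar Blue viability fluorescence both relative to DMSO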
# F508del corr: CFTR F508del correction in bronchial cells. CFBE cells, YFP halide quenching; stimulated with forskolin plus potentiator P3; % fluorescence drop versus neutral controls. activity (quench increase), % at 7.58 µM. 350,000 tested, 0.36% active. AID 720511;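 active means mean added fluorescence quench of at least 8% versus neutral control, with both replicates also reaching 8%; inconclusive means only one of the mean or replicate conditions met; inactive means mean below 8% and not both replicates reaching 8%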;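 further: cells transiently co-express mutant CFTR-F508del with the halide-sensitive YFP; corrector assay measuring rescue of mutant channel to the surface after 24 h compound exposure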
# * hit, by the source's call; ? = inconclusive; . = no result given.
# The line under a structure holds: EWS-Fli inh	F508del corr	INS-1E GSIS act	PAX8 reporter	DENV2 CPE	XiGFP reactiv	ARNT TACC3 PPI	ERp5 block
> COc1ccc(-n2c(Cc3cccn3C)nnc2SCC(=O)Nc2ccccc2C)cc1
→ 0	-4.2	7	10	-2	0.3	.	4
> C[C@H](CO)N1C[C@H](C)[C@H](CN(C)C(=O)C2CCCCC2)Oc2ncc(-c3cccnc3)cc2C1=O
→ -8	-1.2	0	.	.	0.2	.	.
> S=C(NCc1ccccn1)Nc1ccccc1Cl
→ .	.	6	-31	.	0.5	5	.
> COC(=O)c1cc(-c2ccccc2)n(CCN)c1C
→ -18	0.2	-6	-9	-10	-0.1	6	-2
> COc1ccccc1CCC(=O)Nc1cc(S(=O)(=O)N2CCOCC2)ccc1N1CCCC1
→ -7	-0.7	-2	-19	-3	0.1	4	-4
> Cc1noc(C)c1S(=O)(=O)Nc1cccc2c1O[C@H](CN(C)Cc1ccc(C(=O)O)cc1)[C@@H](C)CN([C@H](C)CO)C2=O
→ 0	-2.7	12	-35	-6	0.1	.	-1
> Cc1cc(C)n(CCNC(=O)[C@H]2O[C@@H](n3ccc(=O)[nH]c3=O)[C@H](O)[C@@H]2O)n1
→ 5	0.1	-7	4	-7	.	.	4
> C[C@H]1CN([C@@H](C)CO)S(=O)(=O)c2ccc(-c3cccc(C#N)c3)cc2O[C@@H]1CN(C)C(=O)c1cccnc1
→ -2	1.5	4	.	-3	-0.4	19	1
> O=C(c1cc(S(=O)(=O)N2CCOCC2)ccc1Cl)N1CCC(Cc2ccccc2)CC1
→ 10	-0.6	-11	11	1	-0.1	-2	7
> COc1ccc(NC(=O)Nc2ccc3c(c2)[C@@H]2C[C@H](CC(=O)N4CCN(C)CC4)O[C@@H](CO)[C@@H]2O3)cc1
→ -6	1.2	5	-13	0	0.1	5	0
> CCN(C[C@H]1N[C@@](CC)(C(=O)OC)[C@H]2C(=O)N(C)C(=O)[C@@H]12)C(=O)C1CCCCC1
→ 4	-1.8	7	-13	3	-0.1	2	-1
> Cc1nc2ccccc2n1CC(O)COc1ccccc1Cl (stereo not drawn)
→ 20	-2.7	8	21	-3	0.3	3	4
> O=C(c1ccccc1)N1CCCN(c2nccc(C(F)(F)F)n2)CC1
→ -11	1.7	-1	6	-6	0.0	-1	-18
> Cc1cccc(NC(=O)C[n+]2cccc(C)c2)c1
→ 0	0.4	-15	20	-1	0.0	0	-2
> CC1(C)SCC(C(=O)O)NC1=O (stereo not drawn)
→ 3	1.0	-13	14	17	0.0	-11	3

# Sorted by number of heavy atoms (rising): some entries from above.
# The line under a structure holds: EWS-Fli inh	F508del corr	INS-1E GSIS act	PAX8 reporter	DENV2 CPE	XiGFP reactiv	ARNT TACC3 PPI	ERp5 block
> CC1(C)SCC(C(=O)O)NC1=O (stereo not drawn)
→ 3	1.0	-13	14	17	0.0	-11	3
> S=C(NCc1ccccn1)Nc1ccccc1Cl
→ .	.	6	-31	.	0.5	5	.
> COC(=O)c1cc(-c2ccccc2)n(CCN)c1C
→ -18	0.2	-6	-9	-10	-0.1	6	-2
> Cc1nc2ccccc2n1CC(O)COc1ccccc1Cl (stereo not drawn)
→ 20	-2.7	8	21	-3	0.3	3	4
> O=C(c1ccccc1)N1CCCN(c2nccc(C(F)(F)F)n2)CC1
→ -11	1.7	-1	6	-6	0.0	-1	-18
> Cc1cc(C)n(CCNC(=O)[C@H]2O[C@@H](n3ccc(=O)[nH]c3=O)[C@H](O)[C@@H]2O)n1
→ 5	0.1	-7	4	-7	.	.	4
> CCN(C[C@H]1N[C@@](CC)(C(=O)OC)[C@H]2C(=O)N(C)C(=O)[C@@H]12)C(=O)C1CCCCC1
→ 4	-1.8	7	-13	3	-0.1	2	-1
> O=C(c1cc(S(=O)(=O)N2CCOCC2)ccc1Cl)N1CCC(Cc2ccccc2)CC1
→ 10	-0.6	-11	11	1	-0.1	-2	7
> COc1ccc(-n2c(Cc3cccn3C)nnc2SCC(=O)Nc2ccccc2C)cc1
→ 0	-4.2	7	10	-2	0.3	.	4
> C[C@H](CO)N1C[C@H](C)[C@H](CN(C)C(=O)C2CCCCC2)Oc2ncc(-c3cccnc3)cc2C1=O
→ -8	-1.2	0	.	.	0.2	.	.
> COc1ccc(NC(=O)Nc2ccc3c(c2)[C@@H]2C[C@H](CC(=O)N4CCN(C)CC4)O[C@@H](CO)[C@@H]2O3)cc1
→ -6	1.2	5	-13	0	0.1	5	0
> C[C@H]1CN([C@@H](C)CO)S(=O)(=O)c2ccc(-c3cccc(C#N)c3)cc2O[C@@H]1CN(C)C(=O)c1cccnc1
→ -2	1.5	4	.	-3	-0.4	19	1
> Cc1noc(C)c1S(=O)(=O)Nc1cccc2c1O[C@H](CN(C)Cc1ccc(C(=O)O)cc1)[C@@H](C)CN([C@H](C)CO)C2=O
→ 0	-2.7	12	-35	-6	0.1	.	-1

# More compounds follow.
# The line under a structure holds: EWS-Fli inh	F508del corr	INS-1E GSIS act	PAX8 reporter	DENV2 CPE	XiGFP reactiv	ARNT TACC3 PPI	ERp5 block
> COc1cc(S(=O)(=O)Nc2ccccc2N2CCCCC2)ccc1NC(C)=O
→ 0	5.6	-14	31	0	0.2	3	2
> COc1ccc(Cl)cc1NC(=O)CN(C)C(=O)c1sccc1-c1ccccc1
→ 5	1.4	-6	36	6	0.2	-6	1
> O=C(Nc1cc(S(=O)(=O)N2CCCCC2)ccc1Cl)c1ccncc1
→ -2	0.5	11	-23	?	0.0	3	-3
> COC(=O)C(CC(C)C)NC(=O)c1ccc(F)cc1 (stereo not drawn)
→ 15	-1.4	12	.	5	.	0	-3
> CCC1CCc2c(sc(NC(=O)c3cccnc3)c2C(N)=O)C1 (stereo not drawn)
→ -46	.	11	-25	3	0.1	-2	3
> COc1ccc(OCc2nc3c4c(ncn3n2)-c2ccccc2CC42CCCC2)cc1
→ .	.	14	-12	.	0.0	-11	.
> O=C(COc1ccc(Br)cc1)N(Cc1ccco1)C1CCS(=O)(=O)C1 (stereo not drawn)
→ 0	-1.2	8	-4	19	0.0	5	.
> CC(C)C(NC(=O)CSCc1ccc([N+](=O)[O-])cc1)C(C)C
→ 78*	.	-37	-2	5	0.1	-9	0
> CC1(c2nnnn2Cc2ccccc2)CCC(=O)N1Cc1cccnc1 (stereo not drawn)
→ -16	-0.1	5	-5	1	-0.1	.	5
> O=C(Nc1cc(F)ccc1F)N1CC(=O)N2[C@H](CO)[C@@H](c3ccc(C#CC4CCCC4)cc3)[C@H]2C1
→ .	3.6	-29	11	5	0.0	.	2
> Cc1ccc(S(=O)(=O)/C(C#N)=C/c2c(N3CCN(Cc4ccccc4)CC3)nc3ccccn3c2=O)cc1
→ .	0.8	3	4	-2	0.0	2	-7
> C[C@@H](O)C#Cc1cnc2c(c1)C(=O)N([C@@H](C)CO)C[C@H](C)[C@H](CN(C)C(=O)c1ccccc1)O2
→ 1	-1.6	5	.	-5	-1.2	1	-3
> Cc1nnc(Cn2cnc3c2c(=O)n(C)c(=O)n3C)o1
→ -1	2.7	1	-1	2	0.0	4	-1
> CCOC(=O)c1c(NC(=O)c2ccccc2C(=O)O)sc2c1CCCC2
→ -3	-5.1	.	14	-5	0.0	0	-3
> C[C@@H]1CN([C@@H](C)CO)C(=O)c2cc(C#Cc3cccnc3)cnc2O[C@H]1CN(C)C
→ 1	-0.5	15	.	-3	-0.2	-5	-1
> Cc1ccc2c(c1)c1c(c(=O)n(-c3ccccc3)c(=O)n1CC(=O)NCC1CCCO1)n2C (stereo not drawn)
→ -1	0.5	1	-2	18	0.0	-7	-7
> C[C@H]1CN([C@@H](C)CO)C(=O)c2cccc(NC(=O)Nc3ccc4c(c3)OCO4)c2O[C@@H]1CN(C)Cc1ccc(Cl)c(Cl)c1
→ -9	-1.1	-36	-10	1	0.0	.	0
> Oc1ccc2ccccc2c1Br
→ 15	1.9	.	15	?	-0.1	-6	-2
> O=C(C[C@@H]1C[C@H]2c3cc(NC(=O)NC4CCCC4)ccc3O[C@H]2[C@H](CO)O1)NCC(F)(F)F
→ -2	2.3	16	-9	-4	0.0	-47	-1
> CC(OC(=O)CSc1ccccc1)C(=O)NC1CCCCC1C (stereo not drawn)
→ 7	-1.5	17	.	7	0.3	-13	7
> CCN1C(=O)c2ccccc2S(=O)c2ccc(C(=O)NCc3ccc(OC)cc3)cc21 (stereo not drawn)
→ .	-3.1	-30	23	3	0.0	-4	3
> CCOC(=O)Cc1csc(SCC(=O)Nc2ccc(C)cc2F)n1
→ -3	3.4	-11	-6	-4	-0.1	-8	4
> O=C1NC[C@H](CCCCN2C[C@H](Cc3ccc(O)cc3)N(CCc3ccc(O)cc3)C(=O)C2=O)N(CC2CCCCC2)C1=O
→ -8	-1.8	12	-9	9	0.1	.	5
> COc1cccc(OC)c1NC(=O)NC(=O)c1c(OC)c(Br)cc([N+](=O)[O-])c1OC
→ -18	-34	-25	-4	-1	0.5	7	-6
> COc1cccc(S(=O)(=O)N[C@H]2C=C[C@H](CC(=O)NCc3ccc(Cl)cc3)O[C@@H]2CO)c1
→ 16	1.0	-6	7	24*	-0.6	2	-4
> COc1ccccc1-c1cccc2c3c([nH]c12)[C@@H]1C[C@H]2[C@@H](C(=O)N1CC3)[C@H](C)ON2C
→ -4	-1.0	-22	6	?	0.4	.	1
> Cc1noc(C)c1NC(=O)Nc1ccc2c(c1)C(=O)N(C)[C@@H]1CC[C@@H](CC(=O)N(C)C)O[C@@H]1CO2
→ -4	-0.5	-2	11	14	0.2	5	3
> CC(C)c1ccc(NC(=S)Nc2ccc(OC(F)(F)F)cc2)cc1
→ -24	2.7	-6	-8	.	0.2	-1	-4
> COCC#Cc1ccc([C@@H]2[C@@H](CO)N3CCCCN(Cc4ccccc4F)C[C@H]23)cc1
→ 9	0.9	7	12	9	0.1	6	1
> COC(=O)CN(C#N)c1nc(NCc2ccccc2)nc(OC)n1
→ -6	0.2	8	-16	7	0.1	-2	4
> CCCNC(=O)N1[C@@H](C#N)[C@H](c2ccc(-c3cccc(OC)c3)cc2)[C@@H]1CO
→ 2	-4.2	11	8	-8	0.1	-12	1
> COc1ccccc1CNC(=O)C1CCC(CNS(=O)(=O)c2cccc3cccnc23)CC1 (stereo not drawn)
→ .	-2.2	-2	6	-3	0.1	0	3
> CCCCCCCCNS(=O)(=O)CCNCCc1ccccc1
→ 8	-1.7	109	-12	0	0.5	-5	-4
> CC1CN(CCn2cnc3c(N)ncnc32)CC(C)O1 (stereo not drawn)
→ 9	2.2	2	-5	10	0.0	-9	0
> O=C(O)c1ccc(NC(=O)c2cccc(C(=O)Nc3ccc(C(=O)O)cc3)c2)cc1
→ 4	0.6	2	8	7	-0.1	-11	6
> COc1ccc(Br)c(C(=O)NCCC(C)C)c1
→ -43	.	.	4	2	0.6	-6	0
> O=C(c1cccc(F)c1)N1C[C@H]2[C@@H](c3ccccc31)[C@H](CO)N2C(=O)C1CCOCC1
→ -13	0.9	14	-9	-8	0.3	-3	5
> Cc1ccc([N+](=O)[O-])cc1CN1CCN(c2ncc(Cc3ccccc3)cn2)CC1
→ 3	-0.2	.	13	-12	0.0	.	1
> CC(C)NC(=O)N(C)C[C@H]1Oc2cc(-c3ccccc3F)ccc2S(=O)(=O)N([C@H](C)CO)C[C@H]1C
→ -1	-0.2	-1	.	1	0.0	-2	4
